# SW480 rereplic – A quantitative high throughput screen for small molecules that induce DNA re-replication in SW480 colon adenocarcinoma cells; SW480 DNA re-replication, Hoechst DNA content imaging, 48 h; Potency, µM (series often up to 46.1 µM), for the others: at the top dose re-replication activation, actives largely listed as activators; hit rate 1.8% among 340,000; AID 624297, 2012; also: potency is read from the fitted curve at half-maximal effect; % of control where 0% means no effect; nearly all actives have a fitted effect of over 55% in size
#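 Readout is total intensity of Hoechst-stained nuclei, excited at 405 nm and collected at 500-530 nm. Compound treatment lasted 48 hr at 37 C in 5% CO2 before staining.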
# HT1080 IDH1KD tx – qHTS for induction of synthetic lethality in tumor cells producing 2HG: qHTS for the HT-1080-IDH1KD cell line; HT-1080 IDH1 knockdown viability, ATP luminescence, 48 h; Potency, µM (top dose mostly 46.1 µM), inactives show at the highest dose activity, negative = toxicity, hits mostly cytotoxic; AID 686971, 2013; hit rate 2% among 360,000;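 also: potency is read from the fitted curve at half-maximal effect; 0% = DMSO wells and -100% = cell-free medium wells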
#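 In this qHTS, HT-1080 cells depleted of IDH1 are exposed for 48 h at 37 °C to compound titrations. Toxicity is scored from CellTiter-Glo luminescence, with DMSO as full viability and medium alone as none.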
# ATXN viability – Viability Counterscreen for Primary qHTS for Inhibitors of ATXN expression; Potency, µM (titrated, usually from 56.7 µM), usual class: cytotoxic; AID 651635, 2014; hit rate 0.49% among 400,000; S2 cells (HEK-293 line with an ATXN2-luciferase reporter) viability, CellTiter-Fluor protease fluorescence, 24 h; also: potency is read from the fitted curve at half-maximal effect; nearly all actives have a fitted effect of over 40% in size
# ATXN2 expr inh – Primary qHTS for Inhibitors of ATXN expression; HEK-293 ATXN2-luciferase reporter, luminescence, 24 h; hit rate 0.72% among 360,000; Potency, µM (titrated, usually from 57 µM), for the others: at the highest dose activity change, negative = inhibition, actives largely listed as inhibitors; also: potency is read from the fitted curve at half-maximal effect; % is scaled to controls: 0 for no effect and ±100 for the full control effect; nearly all actives have a fitted effect of over 55% in size
#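 qHTS (up to 57 uM final) was run with 24 h compound exposure of reporter cells at 37 °C. Each well was multiplexed: SteadyGlo luminescence measured ATXN2-luciferase expression after a fluorogenic Gly-Phe-AFC viability readout (25 uM final).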
# MCF10A rereplic – A quantitative high throughput screen for small molecules that induce DNA re-replication in MCF 10a normal breast cells; MCF 10A DNA re-replication, Hoechst nuclear intensity, 48 h; Potency, µM (highest dose often 46.1 µM), without a hit: at the top dose activity, positive = re-replication, hits mostly activators; hit rate 2.9% among 350,000; also: potency is read from the fitted curve at half-maximal effect; % of control where 0% means no effect; nearly all actives have a fitted effect of over 50% in size
# HepG2 viability – qHTS for Inhibitors of TGF-b: Cytotox Counterscreen | HepG2 CAGA-GFP viability, ATP luminescence, 18 h | Potency, µM (doses to about 46.1 µM), for inactives: top-dose activity change, negative = cytotoxicity, usual class: cytotoxic | hit rate 0.76% among 410,000 | AID 588856, 2011; also: potency is read from the fitted curve at half-maximal effect; some results filed as inactive show a strong effect at the top dose
#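 CellTiter-Glo luminescence gave cytotoxicity after 18 hours at 37 degrees C. The cells were HepG2 CAGA-GFP in 1% FBS DMEM, stimulated with 500 pg/mL TGF-beta after compound addition. %Activity was normalised to no-cell wells (complete cell-killing) and DMSO (no toxicity), and curves were fitted and classified.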
# HT1080NT lethal – qHTS for induction of synthetic lethality in tumor cells producing 2HG: qHTS for the HT-1080-NT fibrosarcoma cell line; HT-1080-NT fibrosarcoma viability, CellTiter-Glo ATP luminescence, 48 h; Potency, µM (titrated, usually from 46.1 µM), for the others: at the top dose activity, negative = less viability, hits mostly cytotoxic; hit rate 1.6% among 360,000; AID 686970, 2013;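 also: NT is the 2HG producing partner of a matched IDH1 knockdown line; potency is read from the fitted curve at half-maximal effect; 0% = DMSO-treated cells and -100% = media-only wells without cells; nearly all actives have a fitted effect of over 55% in size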
#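 750 cells/well, RPMI + 5% FBS; 2 h settle, compound pin-transfer, 48 h at 37 degrees C. CellTiter-Glo 10 min RT, luminescence. Normalized to DMSO and media-only wells.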
# KB-3-1 cytotox – qHTS assay for MDR1-selective chemotherapeutics: Primary screen using the parental adenocarcinoma cell KB-3-1; Potency, µM (highest dose often 46.1 µM), without a hit: top-dose activity change, negative = cytotoxic, most hits filed as cytotoxic; AID 1347075, 2019; hit rate 1.4% among 400,000; KB-3-1 viability, CellTiter-Glo ATP luminescence, 72 h; also: potency is read from the fitted curve at half-maximal effect; % is scaled to controls: 0 for no effect and ±100 for the full control effect; nearly all actives have a fitted effect of over 60% in size
#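 KB-3-1 cells, DMEM (no phenol red) + 10% FBS; compound by pin transfer, 72 h, 37 °C. Readout: CellTiter-Glo luminescence after 10 min. Data normalized, curve-fitted.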
# IL-1B inflam inh – qHTS for Inhibitors of Inflammasome Signaling: IL-1-beta AlphaLISA Primary Screen. THP-1 LPS/ATP IL-1B secretion, AlphaLISA, 16 h; hits give low values. activity change, % at 57.5 µM. hit rate 4.7% among 360,000; in the data active = activity change below about -50%; inconclusive = mostly about -30% to -49%; also: % is scaled to controls: 0 for no effect and ±100 for the full control effect
#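 THP-1 cells pretreated 1 hr with compounds (up to 57.5 uM final), then stimulated with LPS (250 ng/mL final) plus ATP (1.25 mM final); secreted IL-1B measured by AlphaLISA after 16 hr, decreased signal indicating inhibition.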
# * marks the source's active call; other numbers are inactive results; i = inactive; ? = inconclusive; . = not tested or not shown; [ ] = dose if it differs, or a comment. Unless noted, calls follow the shape of the dose curve; as a rule, active = well fitted curve in the direction sought with a large enough effect; inconclusive = small, poorly fitted or top-dose-only effect, or another doubt; inactive = no such curve, though single readings can be large; an effect the other way counts as inactive or inconclusive.
SMILES,SW480 rereplic,HT1080 IDH1KD tx,ATXN viability,ATXN2 expr inh,MCF10A rereplic,HepG2 viability,HT1080NT lethal,KB-3-1 cytotox,IL-1B inflam inh
CCOC(=O)c1c(C)[nH]c(C(=O)N2CCC(C(=O)OCC)CC2)c1C,16%,11%,i,-1%,-2%,11%,-2%,5%,16
Clc1ccccc1Cn1cccc1C1=NC(Cc2ccccc2)CO1 (stereo unspecified),.,.,i,14%,.,-11%,.,-1%,.
O=S(=O)(NCC(c1ccco1)N1CCCCC1)c1cccc(C(F)(F)F)c1 (stereo unspecified),3%,0%,i,-17%,2%,-15%,1%,-15%,20
O=c1ccc(N=Nc2ccccc2)ccc1O,?,?,13µM*,?,?,18µM*,?,?,-98*
O=C(Cc1ccc(Cl)cc1)NNC(=O)c1ccco1,1%,-2%,i,5%,-4%,-3%,15%,2%,24
Cc1ccc(C)c(NC2=C(Cl)C(=O)OC2OC(C)C)c1 (stereo unspecified),-6%,-8%,i,.,0%,2%,-11%,1%,9
Cc1ccc(CCC(=O)Nc2ccc(S(N)(=O)=O)cc2)o1,-4%,11%,i,1%,1%,5%,2%,12%,48
CC(O)/C=C/c1cccc[n+]1C (stereo unspecified),-20%,?,i,0%,3%,-23%,6%,-3%,26
COc1ccc(Cn2c(=O)oc3ccccc32)cc1OC,.,-14%,i,.,.,20%,-1%,?,-4
Cc1ccc(C)c(C(=O)CSc2n[nH]c(-c3ccncc3)n2)c1,-14%,-4%,i,0%,12%,-35%,0%,-7%,0
CC(=O)c1sc(NC(=O)c2ccc(COc3ccccc3Cl)o2)nc1C,?,1%,i,-22%,?,7%,10%,5%,-9
Cc1ccccc1CC(=O)Nc1ccc2c(c1)CCC2,-2%,-23%,i,33%[activator],11%,-18%,-12%,-23%,18
CC(=O)C1=C(O)C(=O)N(Cc2cccnc2)C1c1ccccc1Cl (stereo unspecified),-4%,4%,i,20%,-2%,3%,14%,13%,11
CCOC(=O)N1CCN(S(=O)(=O)c2cccc3ccc(C)nc23)CC1,-18%,1%,i,1%,-2%,1%,10%,2%,9
O=S(=O)(Nc1cccc(-c2ccc(N3CCCC3)nn2)c1)c1ccccc1C(F)(F)F,.,.,i,7%,.,-17%,.,25%,.
O=C(CC1C(=O)NCCN1C(=O)Nc1ccc(C(F)(F)F)cc1)Nc1ccc(F)cc1 (stereo unspecified),2%,-24%,i,-21%,?,-49%,-29%,0%,?
CC(C)c1cc(-c2cc(-c3ccc(Cl)cc3)on2)nc(NCC2CC2)n1,-10%,6%,i,-2%,?,1%,11%,8%,-10
O=C(NCc1nnc(SCc2ccc(F)cc2)n1-c1ccccc1)C12CC3CC(CC(C3)C1)C2,2%,-20%,?,-29%,?,1%,-26%,?,-79*
Cc1cccc(NC(=O)C2CCCCN2S(=O)(=O)c2ccccc2)c1C (stereo unspecified),-22%,-2%,i,.,0%,-19%,-2%,1%,-10
CC(C)NC(=O)C1(C)CCN1CCC(=O)c1ccccc1 (stereo unspecified),.,4%,i,-1%,.,3%,16%,0%,8
Cc1cccc(N(Cc2ccccc2)C(=O)CN2C(=O)NC3(CCCCC3C)C2=O)c1 (stereo unspecified),-19%,0%,i,5%,1%,-4%,7%[9.24 µM],14%,11
COc1cccc(NCc2nnc(SCC(=O)N(C)C3CCS(=O)(=O)C3)n2C2CCCCC2)c1 (stereo unspecified),-2%,-3%,i,2%,-1%,1%,3%,4%,9
Cn1ccc2c(-c3cccc(C=O)c3F)cc3c(c21)C1CCC3C1 (stereo unspecified),.,?,i,36%[activator],.,0%,?,0%,?
CSCCC(NC(=O)c1ccccc1Cl)C(=O)N1CC(C)OC(C)C1 (stereo unspecified),-6%,13%,i,7%,-1%,2%,5%,8%,-11
O=C(NC1CCCCC1)c1ccc2ccccc2c1,.,-9%,i,.,.,3%,-2%,-4%,-17
C/C(Cc1nnn(-c2cc(C)on2)n1)=N\O,-4%,17%,i,6%,-4%,10%,0%,13%,9
CN1CCN(C(=O)c2cccn(Cc3cccc(Cl)c3)c2=O)CC1,-6%,15%,i,8%,2%,3%,0%,4%,-13
CCCCc1[nH]c(=O)c(C#N)c2c1CCCC2,-10%,?,i,8%,?,5%,-11%,0%,29
CC1Cc2cc(S(=O)(=O)N3CCCCC3)ccc2N1C(=O)C1CCC1 (stereo unspecified),17%,-3%,i,.,3%,2%,-1%,-14%,-7
C=C(C)C1CC=C(C)/C(=N/Nc2ccccc2[N+](=O)[O-])C1 (stereo unspecified),17%,28%,i,-8%,?,-4%,28%,10%,-11
CCC(C(=O)Nc1c2c(nn1C(C)(C)C)CS(=O)(=O)C2)c1ccccc1 (stereo unspecified),-5%,4%,i,2%,-1%,0%,11%,11%,0
Cc1cc(C)n(/C(=C\N(C)C)C(=O)c2ccc(Cl)cc2)n1,-3%,7%,i,-1%,-27%,3%,-6%,2%,13
C=CCN1C(=O)N/C(=C/c2ccccc2OCC(=O)Nc2ccc(F)cc2)C1=O,333%,-3%,i,.,23µM*,-16%,?,3%,3
O=C(COC(=O)Cc1ccsc1)Nc1ccc(Br)cc1,-11%,-9%,i,5%,-4%,-24%,0%,13%,12
O=C(CSc1nc2ccccc2s1)NNC(=O)Nc1ccc(Cl)c(Cl)c1,15%,-7%,i,3%,?,-18%,-2%,-7%,11
CC(O)CC(C(=O)NNc1ccccc1)C(=O)NNc1ccccc1 (stereo unspecified),0%,2.3µM*,i,?,?,-48%,1.3µM*,?,-15
O=C(c1ccc2c3n(nc2c1)-c1ccccc1CO3)N1CCOCC1,-2%,23µM*,i,14%,16%,7.9µM*,8.2µM*,7.3µM*,-19
C=CCNc1nc(C(=O)OCC(=O)Nc2cccc(SC)c2)cs1,226%,-14%,i,0%,-8%,11%,-7%,-5%,2
COc1cccc(C2(O)CCN(C(=O)C3CC3)CC2)c1,18%,16%,i,7%,-1%,-4%,12%,-1%,21
COC(=O)c1ccc(C2/C(=C(/O)c3ccc(Cl)cc3)C(=O)C(=O)N2C2CCS(=O)(=O)C2)cc1 (stereo unspecified),-7%,21%,i,3%,-21%,6%,9%,6%,-23

# Already shown: 9 of the compounds above.
SMILES,SW480 rereplic,HT1080 IDH1KD tx,ATXN viability,ATXN2 expr inh,MCF10A rereplic,HepG2 viability,HT1080NT lethal,KB-3-1 cytotox,IL-1B inflam inh
Cc1cccc(N(Cc2ccccc2)C(=O)CN2C(=O)NC3(CCCCC3C)C2=O)c1 (stereo unspecified),-19%,0%,i,5%,1%,-4%,7%[9.24 µM],14%,11
COc1cccc(NCc2nnc(SCC(=O)N(C)C3CCS(=O)(=O)C3)n2C2CCCCC2)c1 (stereo unspecified),-2%,-3%,i,2%,-1%,1%,3%,4%,9
Cn1ccc2c(-c3cccc(C=O)c3F)cc3c(c21)C1CCC3C1 (stereo unspecified),.,?,i,36%[activator],.,0%,?,0%,?
CSCCC(NC(=O)c1ccccc1Cl)C(=O)N1CC(C)OC(C)C1 (stereo unspecified),-6%,13%,i,7%,-1%,2%,5%,8%,-11
O=C(NC1CCCCC1)c1ccc2ccccc2c1,.,-9%,i,.,.,3%,-2%,-4%,-17
C/C(Cc1nnn(-c2cc(C)on2)n1)=N\O,-4%,17%,i,6%,-4%,10%,0%,13%,9
CN1CCN(C(=O)c2cccn(Cc3cccc(Cl)c3)c2=O)CC1,-6%,15%,i,8%,2%,3%,0%,4%,-13
CCCCc1[nH]c(=O)c(C#N)c2c1CCCC2,-10%,?,i,8%,?,5%,-11%,0%,29
CC1Cc2cc(S(=O)(=O)N3CCCCC3)ccc2N1C(=O)C1CCC1 (stereo unspecified),17%,-3%,i,.,3%,2%,-1%,-14%,-7

# Later entries
SMILES,SW480 rereplic,HT1080 IDH1KD tx,ATXN viability,ATXN2 expr inh,MCF10A rereplic,HepG2 viability,HT1080NT lethal,KB-3-1 cytotox,IL-1B inflam inh
CCOc1ccc(N(CC(=O)N2CCN(c3ccccc3OC)CC2)S(=O)(=O)c2ccc(F)cc2)cc1,-3%,-9%,i,7%,-4%,0%,0%,12%,i
CC(C)C[C@H]1CNC(=S)N1C[C@H]1CCCN1C[C@H](CC(C)C)N1C[C@H](Cc2ccc(O)cc2)N(CCc2ccccc2)C1=S,.,?,7.1µM*,?,.,-97%,18µM*,?,-6
CCOc1ccc(NS(=O)(=O)c2ccc(C(=O)NCC(c3ccc(OC)cc3)N3CCOCC3)cc2)cc1 (stereo unspecified),7%,-8%,i,-5%,14%,-26%,-6%,-4%,-9
CC(=O)N1CCCc2cc(S(=O)(=O)N3CCC(C(=O)NCc4cccc(C)c4)CC3)ccc21,.,.,i,9%,.,-5%,.,1%,.

# Source: PubChem BioAssay (National Center for Advancing Translational Sciences (NCATS))
